Screens deposited in PubChem BioAssay by The Scripps Research Institute Molecular Screening Center.
TTR transcr act: increases transthyretin transcription. SH-SY5Y TTR promoter Gaussia luciferase, luminescence; 100% = recombinant luciferase protein wells. activation, % at 16.7 µM. actives 1.3% (n = 92,000). AID 1117267;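 active means activation above the mean of all tested compounds plus 3 SD, cut at about 9.5% in these data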;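 further: cells exposed to compounds for one day before reading; 0% = median of all test compound wells on the plate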
An asterisk follows results filed as active.

| entry | SMILES | TTR transcr act |
| --- | --- | --- |
| 1 | O=C(CCC(=O)N1CCN(S(=O)(=O)c2ccccc2)CC1)NC1CCCc2ccccc21 (stereo not given) | 6.7 |
| 2 | COCCNC(=O)C(c1ccc(F)cc1)N(Cc1ccco1)C(=O)CCC(=O)Nc1ccccn1 (stereo not given) | 0.6 |
| 3 | CC(C)CC1NC(=O)c2cccnc2-n2c1nc1cc(F)c(F)cc1c2=O (stereo not given) | 0.8 |
| 4 | Cc1oc2nc(SCC(=O)NCc3cccnc3)nc(N)c2c1C | 0.2 |
| 5 | CCOC(=O)C1CCN(S(=O)(=O)c2ccccc2)CC1 | 3.1 |
| 6 | C=CCn1c(O)c(N=Nc2nc3ccccc3c(=O)n2-c2ccccc2)c2ccccc21 | 8.1 |
| 7 | COc1cc(/C=C2/C(=O)NN(c3cccc(C)c3)C2=O)ccc1OC(=O)c1ccco1 | -1.2 |
| 8 | Cc1ccc(Cl)cc1NC(=O)COC(=O)c1ccc(N2CCCC2)c([N+](=O)[O-])c1 | -1.3 |
| 9 | CC(C)NC(=O)N(C)C[C@H]1Oc2ccc(NC(=O)Cc3ccccc3)cc2C(=O)N([C@H](C)CO)C[C@@H]1C | -0.2 |
| 10 | CCCCC[n+]1ccn(C2=C([O-])c3ccccc3C(=O)/C2=N\S(=O)(=O)c2ccc(Cl)cc2)c1 | -0.8 |
| 11 | Cn1nccc1-c1coc2c(C(=O)NCC3CCOCC3)cccc12 | 3.2 |
| 12 | O=C(C1=C(O)C(=O)N(c2ncccn2)C1c1cccc(Cl)c1)c1ccco1 (stereo not given) | 1.2 |

The listing continues.
| entry | SMILES | TTR transcr act |
| --- | --- | --- |
| 13 | Nc1ccn(Cc2ccc(F)cc2)n1 | 1.6 |
| 14 | CN(NC1OC(=O)c2ccccc21)c1c([N+](=O)[O-])cc(C(F)(F)F)cc1[N+](=O)[O-] (stereo not given) | 1.1 |
| 15 | COc1ccccc1NS(=O)(=O)c1cc(NC(=O)Nc2ccc(Cl)cc2Cl)ccc1N1CCCCC1 | -1.4 |
| 16 | CC(=NNC(=O)c1ccncc1)c1ccc2ccccc2c1O | -2.1 |
| 17 | CN(C)C(=O)NC1CCCCCCCCCCC1 | -0.1 |
| 18 | CCC(=O)c1ccccc1OCCCn1cncn1 | -0.7 |
| 19 | COc1ccccc1NC(=O)CSc1nc(O)cc(=O)n1-c1ccccc1OC | -1.3 |
| 20 | Cc1cc(C)c2c(-c3ccc(F)cc3)c(C#N)c(=O)n(C)c2n1 | 2.1 |
| 21 | Cc1cccc(N=Nc2c(N)n[nH]c2N)c1 | -2.1 |
| 22 | Cc1cccc(NC(=O)c2cnc3sccn3c2=O)c1C | 0.2 |
| 23 | Cc1nc2c(o1)CCc1ccccc1C2O (stereo not given) | -3.5 |
| 24 | Cc1cccc(C(=O)NC(=S)Nc2ccc(Cc3ccncc3)cc2)c1 | -0.9 |

Carrying on.
| entry | SMILES | TTR transcr act |
| --- | --- | --- |
| 25 | Cc1ccc(S(=O)(=O)NNC(=O)C(=O)NNc2ccccn2)cc1 | -1.2 |
| 26 | CC1(C)C(c2ccccc2)=[N+]([O-])CN1O | 2.3 |
| 27 | C#CCNc1cc(C)nc2ncnn12 | 0.2 |
| 28 | Cc1ccc(C(CCNC(C)c2cccs2)c2ccco2)cc1 (stereo not given) | 1.4 |
| 29 | COc1cc(OC)cc(-c2c(-c3ccc(F)cc3)c3cc(-c4ccc(SC)cc4)ccc3n2C)c1 | 1.4 |
| 30 | Cc1ccc(-n2cnc3ncnc(-c4ccccc4)c32)cc1 | -0.2 |
| 31 | Cc1cccc(NC(=S)NCC(c2cccnc2)N2CCOCC2)c1C (stereo not given) | 2.5 |
| 32 | O=C(/C=C/c1ccccc1Cl)Nc1cccnc1 | 1.4 |
| 33 | CC(=O)COc1ccc2c(C)c(C)c(=O)oc2c1 | 13.8* |
| 34 | CCOC(=O)c1nc(C)n(-c2cc(OC)c(Cl)cc2Cl)n1 | 3.1 |
| 35 | COC(=O)c1cccc2c(C(=O)O)cc(-c3ccccc3)nc12 | -1.7 |
| 36 | COc1ccc(Cl)cc1NC(=O)CSc1nnc(C2CC2)n1N | 4.3 |

Overlap with the part before: 3 entries, followed by the next part.
| entry | SMILES | TTR transcr act |
| --- | --- | --- |
| 34 | CCOC(=O)c1nc(C)n(-c2cc(OC)c(Cl)cc2Cl)n1 | 3.1 |
| 35 | COC(=O)c1cccc2c(C(=O)O)cc(-c3ccccc3)nc12 | -1.7 |
| 36 | COc1ccc(Cl)cc1NC(=O)CSc1nnc(C2CC2)n1N | 4.3 |
| 37 | CCOC(=O)c1c(C)[nH]c(C(=O)OCC(=O)Nc2cc(C)ccc2OC)c1C | 1.6 |
| 38 | S=C(NCc1cccs1)Nc1cccc2ccccc12 | 0.7 |
| 39 | Cn1cnnc1SCC(=O)N1N=C(c2ccc(Cl)cc2)CC1c1ccco1 (stereo not given) | -0.1 |
| 40 | CC1(C)CC(N2CCCC2)=CC(=[N+]2CCCCC2)C1 | -2.2 |
| 41 | O=C1CCC[C@H]2[C@@H](Cc3ccccc3)[C@@H](O)CC[C@]23CCCN13 | -2.1 |
| 42 | O=C(COC(=O)CN1C(=O)C(=O)c2ccccc21)OCN1C(=O)c2ccccc2C1=O | 2.0 |
| 43 | Cc1nn(CC(=O)NNC(=O)c2ccccc2F)c([N+](=O)[O-])c1Br | -1.4 |
| 44 | COCCOc1cc(NC(=O)CS(=O)(=O)CC(=O)N(C)C)c(Cl)cc1Cl | 7.3 |
| 45 | Cc1ccc(C)c(NC(=S)NCCc2ccc(F)cc2)c1 | -1.6 |
| 46 | CC1(C)Cc2c(sc(NC(=O)c3ccc(C(=O)c4ccccc4)cc3)c2C#N)C(C)(C)N1 | 0.0 |
| 47 | CC1(C)OC(=O)C(=CNc2ccccc2F)C(=O)O1 | 1.6 |
| 48 | Nc1nnc(CC(=O)N/N=C/c2ccc(-c3ccccc3)o2)s1 | -0.2 |

The last five entries of the part above lead into the next:
| entry | SMILES | TTR transcr act |
| --- | --- | --- |
| 44 | COCCOc1cc(NC(=O)CS(=O)(=O)CC(=O)N(C)C)c(Cl)cc1Cl | 7.3 |
| 45 | Cc1ccc(C)c(NC(=S)NCCc2ccc(F)cc2)c1 | -1.6 |
| 46 | CC1(C)Cc2c(sc(NC(=O)c3ccc(C(=O)c4ccccc4)cc3)c2C#N)C(C)(C)N1 | 0.0 |
| 47 | CC1(C)OC(=O)C(=CNc2ccccc2F)C(=O)O1 | 1.6 |
| 48 | Nc1nnc(CC(=O)N/N=C/c2ccc(-c3ccccc3)o2)s1 | -0.2 |
| 49 | C[C@H](O)[C@@H]1C(=O)N2CCc3c([nH]c4ccccc34)[C@@H]2C[C@@H]1N(C)C(=O)Nc1ccc(F)cc1 | -0.9 |
| 50 | COc1cc2nc(CN3CCN(S(=O)(=O)c4cc(C)ccc4C)CC3)[nH]c(=O)c2cc1OC | -0.8 |
| 51 | CCCCCOC(=O)C1=C(C)NC(=O)NC1c1ccc(OC)cc1 (stereo not given) | -1.5 |
| 52 | CC(=O)Nc1c(C(=O)NCc2ccccc2)nnn1Cc1ccccc1 | 2.4 |
| 53 | COc1cc(C(=O)NCc2nnc(SCC(=O)Nc3cc(C)cc(C)c3)o2)cc(OC)c1OC | 0.8 |
| 54 | Cc1ccc(-c2nc3c(Cl)cc(C(F)(F)F)cn3c2Cc2cccc(Cl)c2)cc1 | 0.0 |
| 55 | CC(=O)c1ccc(N2CCN(C(=O)C3CCC3)CC2)cc1 | -1.2 |
| 56 | Cc1cc(O)cc(O)c1C(=O)Cc1cscn1 | 0.9 |
| 57 | O=C(N/N=C/c1ccc2c(c1)OCO2)c1ccc2ccccc2n1 | -0.5 |
| 58 | Cc1ncsc1CCOC(=O)c1cccnc1 | 6.5 |
| 59 | CCC1(CC)C(=O)N=C2c3ccccc3C(=O)N21 | 47.8* |
| 60 | Cc1cccc(C)c1NC(=O)CN(C)C(=O)C(c1ccccc1)c1ccccc1 | 4.2 |

Continued.
| entry | SMILES | TTR transcr act |
| --- | --- | --- |
| 61 | Cn1c(C(=O)O)c(CC(=O)Nc2ccccc2F)c2ccccc21 | 0.9 |
| 62 | CC(C(=O)Nc1nc2ccccc2s1)n1cc([N+](=O)[O-])cn1 (stereo not given) | 2.6 |
| 63 | C/C(=N\NC(=O)c1c(Cl)c(C)nn1C)c1cccc(NC(=O)COc2ccc(Cl)cc2)c1 | -3.3 |
| 64 | O=C(NC(=O)c1csnn1)Nc1ccccc1Cl | -0.7 |
| 65 | COc1ccc2c(C)nc(Nc3nc(C)cc(C)n3)nc2c1 | 6.5 |
| 66 | CS(=O)(=O)N(CCc1ccccc1)CC(=O)NCc1cccnc1 | 2.8 |
| 67 | CCCc1nc2c(C)cc(Br)cn2c1Cc1ccsc1 | 0.9 |
| 68 | O=C(NCc1ccco1)C(c1ccncc1)N(C(=O)Cn1nnc2ccccc21)c1ccccc1F (stereo not given) | -0.2 |
| 69 | COC(=O)C1=NN(c2ccc(Cl)cc2)C2C(=O)N(c3ccccc3OC)C(=O)C12 (stereo not given) | -2.8 |
| 70 | O=C(NC1CCCC1)C(c1ccc(F)cc1)N(Cc1ccc(F)cc1)C(=O)CCl (stereo not given) | -0.7 |
| 71 | CC1CC1C(=O)OCC(=O)NCc1ccc(Cl)cc1 (stereo not given) | 0.2 |
| 72 | CCOC(=O)C(C)c1n[nH]c(=O)c2ccccc12 (stereo not given) | 1.1 |

Additional structures follow:
| entry | SMILES | TTR transcr act |
| --- | --- | --- |
| 73 | O=C(Nc1ccc2c(c1)OCO2)c1cncc(Br)c1 | 10.6* |
| 74 | Cc1ccccc1CN1N=C(/C=C/c2ccccc2)CCC1=O | 2.1 |
| 75 | CC(C)(N[C@@H](Cc1c[nH]c2ccccc12)C(=O)NCCCc1ccccc1)C(=O)NCc1ccccc1 | -0.6 |
| 76 | COc1ccc(NS(=O)(=O)c2cc(NC(=O)c3nc4nc(C)cc(C)n4n3)ccc2C)cc1 | 0.6 |
| 77 | c1ccc(CSc2nnc(-c3cccs3)n2Cc2ccco2)cc1 | 0.5 |
| 78 | NC(=S)Nc1ccc2cc[nH]c2c1 | 4.4 |
| 79 | c1ccc(CNc2ccc3c(c2)ncn3C2CCCCC2)nc1 | 0.1 |
| 80 | COc1ccc(C2/C=C\CN(S(=O)(=O)c3ccc(C)cc3)CC(=O)N2Cc2ccc(F)cc2)cc1 (stereo not given) | 16.0* |
| 81 | Cc1ccc(NCc2n[nH]c(=S)n2-c2ccccc2)cc1 | -0.9 |
| 82 | CCCCNC(=S)Nc1ccc(F)cc1 | -1.3 |
| 83 | Cc1ccc(Oc2ccc(NS(=O)(=O)c3cccc(C(=O)O)c3)cc2)cc1 | 2.6 |
| 84 | CCCC[C@@H](CN[C@H](C)CNC)NCC1CCC(C(C)(C)C)CC1 (stereo not given in full) | -1.8 |

Nos. 1 through 4, quoted:
| entry | SMILES | TTR transcr act |
| --- | --- | --- |
| 1 | O=C(CCC(=O)N1CCN(S(=O)(=O)c2ccccc2)CC1)NC1CCCc2ccccc21 (stereo not given) | 6.7 |
| 2 | COCCNC(=O)C(c1ccc(F)cc1)N(Cc1ccco1)C(=O)CCC(=O)Nc1ccccn1 (stereo not given) | 0.6 |
| 3 | CC(C)CC1NC(=O)c2cccnc2-n2c1nc1cc(F)c(F)cc1c2=O (stereo not given) | 0.8 |
| 4 | Cc1oc2nc(SCC(=O)NCc3cccnc3)nc(N)c2c1C | 0.2 |

Going on with the list:
| entry | SMILES | TTR transcr act |
| --- | --- | --- |
| 85 | CC(C)OCCCNC(=O)c1cccc(NC(=O)c2ccccc2)c1 | 0.5 |
| 86 | CCN(CC)c1ccc(C(=O)NN)cc1 | 2.2 |
| 87 | COC(=O)C(O)(CC(=O)c1ccc(OC)cc1)C(F)(F)F (stereo not given) | 3.2 |
| 88 | Cc1ccccc1CCN(CC(=O)NC1CCCCC1)C(=O)c1csnn1 | 1.0 |
| 89 | COc1cccc(NC(=S)N2CCN(c3ccc([N+](=O)[O-])cc3)CC2)c1 | -0.3 |
| 90 | COc1cccc(-c2c(C(=O)N/N=C/C3CC=CCC3)nnn2-c2nonc2N)c1 (stereo not given) | 1.7 |
| 91 | CCCCC/C(=N\NC(=O)Nc1ccccc1)c1ccccc1 | 0.0 |
| 92 | COc1cc(-c2noc(C)c2/C=C/c2ccc(N)cc2)cc(OC)c1OC | 2.0 |
| 93 | N#CC1=C(N)Oc2n[nH]c(-c3cccs3)c2C1C1C=CCCC1 (stereo not given) | 2.2 |
| 94 | O=C(N/N=C/c1ccc(Cl)s1)c1ccccc1[N+](=O)[O-] | -1.1 |
| 95 | CC(C)C1Cc2c(sc(NC(=S)NC(=O)c3ccccc3)c2C#N)CO1 (stereo not given) | 0.3 |
| 96 | CCC(Oc1cc(Cl)ccc1Cl)C(=O)NN1C(=O)C2C3CCC(C3=C(C)C)C2C1=O (stereo not given) | -0.7 |

Going on with the list:
| entry | SMILES | TTR transcr act |
| --- | --- | --- |
| 97 | CC1=C(C(=O)Nc2ccccc2)C(c2ccncc2)C(C#N)=C(SCC(=O)NC(C)C)N1 (stereo not given) | -1.1 |
| 98 | O=C(Nc1ccc2c(c1)OCO2)c1c(F)cccc1F | 1.2 |
| 99 | O=c1oc2ccccc2c(Nc2cccc(O)c2)c1[N+](=O)[O-] | -1.2 |
| 100 | CCOC(=O)[C@@H]1[C@H]2COc3ccccc3[C@H]2N2C(=O)N(c3cccc(C)c3)C(=O)[C@]12C | 2.1 |
| 101 | CCCN1CCN(CCCNC(=O)c2cc3c(=O)[nH]c4ccc(C)cc4c3s2)CC1 | 2.3 |
| 102 | CC(Oc1ccccc1)C(=O)Nc1nnc(C2CCCCC2)s1 (stereo not given) | -0.3 |
| 103 | Cn1c(C(=O)NCc2cccs2)cc2oc3ccccc3c21 | -0.2 |
| 104 | CN(C)/C=N/c1nc2nccc(-c3cccnc3)n2n1 | 0.8 |
| 105 | CC1=C(C)CC(C(=O)NCc2ccc3c(c2)OCO3)C(C(=O)O)C1 (stereo not given) | 2.4 |
| 106 | CC(=O)C1=C(N2CCCCC2)CCC1=O | 6.3 |
| 107 | Nc1ccc(S(=O)(=O)Nc2nc(-c3ccccc3)cc(-c3ccccc3)n2)cc1 | -0.4 |

These rows are one share of the data, so the mix of outcomes need not match the whole.
